GPR55 activation: GPR55 agonists via beta-arrestin recruitment, primary screen, imaging, U2OS cells, beta-arrestin-GFP redistribution (AID 1961). U2OS GPR55 beta-arrestin-GFP redistribution imaging; higher % means a stronger effect. activation, % at 10 µM, or EC50 in µM where a hit was titrated. 290,000 compounds, 0.048% hits;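 active = activation above 40% with more than 50 cells counted in the well; inconclusive = wells holding fewer than 50 cells, flagged as toxic or sparse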;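 note: U2OS osteosarcoma cells stably expressing GPR55 and beta-arrestin-GFP; plate controls were DMSO negative control for no effect and LPI positive control for full effect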
KOR beta-arrestin-1: kappa opioid receptor blockers – cell-based, luminescence, uHTS (AID 1778) | KOR beta-arrestin recruitment, luminescence, antagonist mode; higher % means a stronger effect | inhibition, % at 10 µM, or IC50 in µM where a hit was titrated | 290,000 compounds, 0.091% hits; note: strong numbers were not always called active
NOD2 inhibition: inhibition of NOD2-driven NF-kB reporter – cell-based, luminescence, uHTS, HEK293 (AID 1566) | HEK293 NOD2/NF-kB luciferase reporter, luminescence; higher % means a stronger effect | 290,000 compounds, 0.63% hits | inhibition, % at 4 µM, or EC50 in µM where a hit was titrated; note: many of its hits are not listed in these tables
KOR beta-arrestin-2: KOR agonists, beta-arrestin recruitment, primary screen, cell-based, luminescence, uHTS (AID 1777). KOR beta-arrestin recruitment, luminescence; higher % means a stronger effect. activation, % at 10 µM, or EC50 in µM where a hit was titrated. 280,000 compounds, 0.02% hits; in the data active = activation above about 50%, passing the limit was not always enough; note: a part of the inactive calls stands beside numbers as strong as those of hits
GPR55 antagonists: GPR55 antagonists blocking LPI-driven arrestin recruitment, primary screen, imaging, U2OS, beta-arrestin-GFP, LPI agonist (AID 2013); U2OS GPR55 beta-arrestin-GFP translocation imaging, LPI antagonism; higher % means a stronger effect; one-dose inhibition, % at 10 µM; IC50 in µM for titrated hits; 290,000 compounds, 0.13% hits;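 active = spots per cell inhibited over 60%, with over 100 cells counted and total cytoplasm intensity under 500,000; inconclusive = wells with under 100 cells, flagged as likely toxic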;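 note: U2OS cells stably carrying GPR55 and arrestin-GFP stimulated by 5 µM LPI near EC80; imaged beta-arrestin-GFP aggregate spots per cell after agonist stimulation; plate controls were LPI-stimulated DMSO wells for no effect and DMSO wells without LPI for full effect; some results filed as inactive read as strong as hits; confirmed hits need IC50 under 10 µM and bright autofluorescent wells are also inconclusive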
Myeloid diff MLP: promotes myeloid progenitor differentiation; 360,000 compounds, 1% hits; ER-HoxA9 myeloid progenitors, lysozyme-GFP differentiation, flow cytometry; calls only at 10 µM;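 active = normalized GFP-positive differentiation at or above the plate's own cutoff, the solvent-only control mean plus 3 SD; inconclusive = no clear call, values can overlap the other calls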;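 note: cells exposed to compound for four days before flow analysis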
HIV fusion peptide: inhibitors of HIV fusion peptide binding, primary screen, biochemical, uHTS, fluorescence dequenching (AID 1986); 290,000 compounds, 0.3% hits; one-dose inhibition, % at 20 µM; IC50 in µM for titrated hits; cell-free peptide binding, fluorescence dequenching, 30 min; higher % means a stronger effect; in the data active = inhibition mostly above about 52%, no sharp cut-off; inactive = mostly below about 76%; note: some results filed as inactive read as strong as hits
NOD1 inhibition: NOD1 signaling inhibitors, primary screen, cell-based, luminescence, uHTS (AID 1578); NOD1-driven NF-kB luciferase reporter cells, luminescence; higher % means a stronger effect; 290,000 compounds, 1% hits; inhibition, % at 4 µM, or EC50 in µM where a hit was titrated; in the data active = inhibition mostly above about 36%, no sharp cut-off; inactive = mostly below about 34%;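 note: HEK-293T reporter cells stimulated with the NOD1 agonist gamma-tri-DAP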
GPR35 arrestin U2OS: GPR35 antagonists blocking zaprinast-driven arrestin recruitment, primary screen, imaging, U2OS, beta-arrestin-GFP, zaprinast agonist (AID 2058); U2OS GPR35 beta-arrestin-GFP translocation imaging, zaprinast antagonism; higher % means a stronger effect; 290,000 compounds, 0.052% hits; inhibition, % at 10 µM; hits with a dose series show IC50 in µM;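 active = inhibition of at least 50% with at least 30 cells and total cytoplasm GFP at most 10,000,000; inconclusive = under 30 cells or total GFP of 10,000,000 plus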
Myeloid diff MLP GFP+ MAC1+ %: also measured in Myeloid diff MLP; calls as there; GFP+ MAC1+ double positive, %; measured here: differentiation confirmed by MAC1 staining
Starred values were filed as active, the others as inactive; i = inactive; ? = inconclusive; nt = no result given; [ ] = remark or other dose. Cut-off read from the data, not from the text of the source, unless noted: active = inhibition above about 50%; inactive = the rest.

molecule | GPR55 activation | KOR beta-arrestin-1 | NOD2 inhibition | KOR beta-arrestin-2 | GPR55 antagonists | Myeloid diff MLP | Myeloid diff MLP GFP+ MAC1+ % | HIV fusion peptide | NOD1 inhibition | GPR35 arrestin U2OS
Cc1ccccc1OCC(O)Cn1c(NCc2ccco2)nc2c1c(=O)n(C)c(=O)n2C (centres undefined) | 0.2% | -9% | 19% | -5.1% | 12% | ? | nt | -0.3% | 7% | 7%
CN1C(=O)CS/C1=N\NC(=O)COc1cccc2cccnc12 | -0.1% | 13%[20 µM] | -2% | nt | 8% | i | 0.2 | -1.6% | -28% | 9%
CSCCC(NC(=O)c1ccc([N+](=O)[O-])cc1Cl)C(=O)OCC(=O)NCC(F)(F)F (centres undefined) | 0.1% | 13% | -2% | 10% | -2% | i | 0.5 | 2.5% | -27% | -10%
Cc1cc(C)n(CCc2nc(-c3ccc(F)cc3)cs2)n1 | -0.2% | 7% | -12% | 0.0% | 11% | i | 0.4 | -3.1% | 47% | 14%
Cc1nn(C)c(N)c1C(O)(c1nccn1C)C(F)(F)F (centres undefined) | -0.3% | -9% | 13% | -3.8% | -5% | i | 0.4 | 2.3% | -1% | 5%
CC(=O)Nc1ccc(-c2cn3ccsc3n2)cc1 | -0.1% | -2% | -67% | -2.1% | -2% | i | 1.0 | 0.9% | -31% | 7%
C=CCn1c(C)c(C(C)=O)c(N2CCN(C(c3ccccc3)c3ccccc3)CC2)nc1=S | -0.8% | 5% | 6% | -0.9% | -5% | i | 0.7 | 1.4% | -28% | -4%
O=C(CC1CCS(=O)(=O)C1)Nc1ccc[nH]c1=O (centres undefined) | -0.2% | -40% | 8% | -3.2% | -3% | i | 2.0 | -3.7% | 27% | -7%
CCN(CC)c1ccc(N2C(=O)C3CCCCC3C2=O)cc1[N+](=O)[O-] (centres undefined) | 0.2% | 13% | -8% | 9.1% | 1% | i | 0.3 | 0.9% | -21% | -2%
Cc1nn(-c2ccccc2)c(Cl)c1/C=N/NC(=O)c1cccc(S(=O)(=O)N2CCCC2)c1 | 0.1% | nt | 10% | 0.2% | 8% | i | 0.2 | 1.1% | -21% | -3%
CC(=S)c1c(C)cc2cc(C)ccn12 | -0.3% | -46% | -3% | 6.3% | -6% | i | 0.6 | 6.5% | -28% | -4%
Cc1c(C(=O)NCc2ccco2)oc2ccccc12 | -0.3% | 3% | -4% | -2.9% | -10% | i | 0.4 | -0.5% | -25% | -6%
CC(C)c1ccc(C2CC(c3ccc(Br)cc3)=NN2C(N)=S)cc1 (centres undefined) | 0.1% | -18% | -23% | -0.6% | -1% | i | 0.5 | -3.0% | 24% | -6%
CCOC(=O)N1CCC(NC(=O)c2cn(-c3ccc(OC)cc3)c(=O)c3ccccc23)CC1 | -0.1% | 18% | 7% | 0.6% | 14% | i | 0.6 | 1.3% | nt | 5%
CC(=O)Nc1ccc(C(=O)N/N=C/c2ccncc2)cc1 | -0.5% | 13% | 1% | 0.3% | -10% | i | 0.1 | 1.5% | -20% | -12%
C/C(=N/OC(=O)c1c(F)cccc1F)c1nccs1 | 0.2% | 7% | 5% | -2.4% | 4% | i | 0.9 | -0.1% | -14% | 8%
CC(/C=C1\SC(=S)N(NC(=O)c2ccc(C)cc2)C1=O)=C\c1ccccc1 | 0.3% | 11% | -36% | -0.1% | 4% | i | 1.0 | 6.4% | 28% | -2%
O=C(N/N=C/c1ccc(-c2ccc(S(=O)(=O)Nc3ncccn3)cc2)o1)c1cc2ccccc2cc1O | -0.2% | 6% | 0% | -1.8% | -3% | i | 1.0 | 5.4µM* | 14% | 1%
CC(C)(C)n1nnnc1C(c1ccccc1)N1CCc2ccccc2C1 (centres undefined) | -0.1% | 10% | -14% | 1.6% | 7% | i | 2.6 | -1.7% | -17% | -6%
CCn1c(SCC(=O)Nc2cccc(NC(=O)c3cccs3)c2)nnc1-c1ccncc1 | -0.2% | -12% | 2% | 2.6% | 24% | i | 0.7 | -1.0% | -55% | -12%
CCCNC(=O)NC(=O)CSc1nc2ccccc2c(=O)n1Cc1ccncc1 | 0.8% | 0% | -4% | 2.4% | 13% | i | 1.2 | 2.6% | -38% | -6%
CCOC(=O)c1c(NC(=O)CN2C(=O)NC3(CCC(CC)CC3)C2=O)sc(C)c1-c1ccc(C)cc1 (centres undefined) | 0.3% | 15% | 2% | -0.2% | 9% | i | 0.2 | 1.9% | -12% | 1%
O=C(c1ccco1)N1CCN(c2ncnc3scc(-c4ccccc4)c23)CC1 | -0.1% | -13% | 4% | 0.5% | -16% | i | 0.0 | 2.2% | 47% | 0%
Cc1nc(CNC(=O)c2cc(COc3c(F)cccc3F)on2)cs1 | 0.0% | -12% | -4% | nt | -6% | i | 0.3 | -1.9% | 0% | -4%
O=C(CC1CC2CCC1C2)OCC(=O)c1c[nH]c2ccccc12 (centres undefined) | 0.2% | -3% | 13% | 0.1% | -4% | i | 0.7 | -2.3% | nt | 12%
CC(C)(C)c1ccc(S(=O)(=O)NCC(=O)Nc2sc3c(c2C(N)=O)CCCC3)cc1 | 0.0% | -33% | 10% | 1.1% | -5% | i | 0.9 | -0.5% | 4% | 6%
CCn1ncc(/C=N/O)c1C | 0.0% | -14% | 20% | 0.7% | 1% | i | 0.4 | -1.7% | 18% | -14%
O=C(Nc1ccccc1F)c1cnccn1 | -0.4% | 24% | 10% | -5.4% | 6% | i | 0.6 | 0.4% | -12% | 11%
Cc1c(CC(=O)N[C@@H](C)C(=O)O)c(=O)oc2c(C)c3occ(-c4ccccc4)c3cc12 | -0.3% | 13% | 6% | -3.8% | 0% | i | 0.4 | 18% | -12% | -9%
CC(C)CNC(=O)CSc1nnc2ccccn12 | -0.5% | -8% | 0% | -0.7% | 2% | i | 0.4 | 0.8% | -10% | 11%
CCOc1cc(/C=C2/C(=N)N3C(=NC2=O)SN=C3S(=O)(=O)CC)ccc1OC(=O)c1ccco1 | 0.3% | -6% | 3% | 0.4% | -1% | i | 6.4 | 19µM* | -166% | 9%
CC(C)(C)c1ccc(C(=O)OCC(=O)Nc2sc3c(c2C#N)CCC3)cc1 | -0.3% | 1% | 8% | 2.7% | -9% | i | 0.4 | 6.5% | -9% | -15%
CCCC(=O)N(CCN1CCOCC1)c1nc2c(OCC)cccc2s1 | 0.6% | 0% | 5% | -4.6% | 9% | i | 0.5 | -0.9% | -8% | 3%
COc1ccc(-c2nc(-c3ccccc3)ncc2S(C)(=O)=O)cc1 | -0.1% | -28%[20 µM] | -8% | -4.8% | -4% | i | 0.1 | -1.0% | -14% | -1%
COc1ccc(Br)cc1S(=O)(=O)NCCCN1CCOCC1 | -0.1% | -14%[20 µM] | 1% | nt | 3% | i | 0.0 | 0.9% | -18% | 9%
FC(F)(F)c1cnc(-c2cnc(-c3ccncc3)nc2)c(Cl)c1 | 0.4% | -11% | -24% | 6.5% | 8% | i | 0.0 | -1.3% | -42% | -5%
COc1ccc(CCNC(=O)CSc2nnnn2-c2ccccc2)cc1 | 0.2% | -19% | 1% | -5.0% | -6% | i | 1.0 | -3.3% | -9% | -6%
CCCCN(C)C(=O)c1nc2ccccn2c1CNCCCn1nnc2ccccc21 | -0.2% | -22% | -10% | 1.9% | 7% | i | 0.6 | 4.8% | -14% | 2%
COc1cc2sc(C)nc2c2sccc12 | -0.1% | 6% | 11% | -0.5% | 1% | i | 0.0 | -2.0% | 0% | -2%
Cc1nc2ccccc2n1C(=O)N(C)C | 0.5% | 1% | 12% | -2.2% | 8% | i | 0.1 | -0.6% | -30% | -4%
CCOc1ccc(NC(=O)COc2cccc3c2CCN(Cc2cccnc2)C3=O)cc1 | 0.0% | 35% | -6% | -8.0% | 2% | i | 0.3 | -0.3% | -5% | 16%
Nc1cc(N)nc(SCc2nnnn2-c2ccc(Cl)cc2)n1 | -0.2% | -23% | 8% | 5.0% | -12% | i | 1.3 | 0.9% | -3% | 9%
CCOc1ccccc1CN1CCNC(=O)C1CC(=O)N(C)CCC1CCOCC1 (centres undefined) | -0.1% | -21% | 2% | 4.5% | 8% | i | 2.5 | 1.1% | -15% | -2%
CC(=O)c1ccc(N2CCN(S(=O)(=O)c3c(C(=O)N4CCCCC4)c(C)n(C)c3C)CC2)cc1 | 0.0% | 1% | -2% | 8.5% | -2% | ? | nt | 0.1% | -28% | -4%
CC(=O)Oc1cccc(N2C(=O)C3C4C=CC(CC4)C3C2=O)c1 (centres undefined) | 0.0% | 29% | 4% | -4.4% | 8% | i | 1.2 | -0.6% | -1% | 19%
COc1ccc(N2CC(C(=O)Nc3nc4ccc(F)cc4s3)CC2=O)c(OC)c1 (centres undefined) | -0.1% | -5% | -3% | 1.9% | -1% | i | 0.8 | -0.6% | -6% | -16%
CC(C)CNc1nnnc2c1sc1nc(N3CCOCC3)c3c(c12)CCCC3 | 0.7% | -12% | 17% | 3.5% | 4% | i | 0.0 | 1.5% | -9% | 4%
NNC(=O)CSCc1nc(-c2ccc(Cl)cc2)cs1 | 0.9% | 10% | -8% | nt | 1% | i | 0.2 | -0.9% | -6% | -1%
N#Cc1c(Nc2ccc(Cl)cc2)s[nH]c1=O | -0.1% | 5% | 13% | 2.2% | 6% | i | 1.1 | 5.3% | -5% | 12%
Clc1ccc(CN2CCN(/N=C/c3cccnc3)CC2)cc1 | -0.4% | 33% | -10% | -2.6% | 11% | i | 0.3 | -2.1% | -19% | 16%
CCOc1ccc2[nH]c(=O)c(CN(CCCO)C(C)=O)cc2c1 | 0.3% | -24% | 4% | 1.6% | -3% | i | 0.6 | 0.2% | 1% | -2%
C=CCN(CC=C)CCOc1ccc(C)cc1[N+](=O)[O-] | -0.3% | 2% | -29% | 9.9% | -5% | i | 0.3 | 0.9% | -50% | 3%
Cc1ccc(CN(Cc2cc3cc4c(cc3[nH]c2=O)OCCO4)Cc2nnnn2Cc2ccco2)cc1 | -0.2% | -30% | -24% | 3.3% | -5% | i | 5.7 | 11% | 22% | 13%
NC(=O)c1ccccc1 | 0.2% | 10% | 5% | -2.4% | -6% | i | 1.6 | -1.1% | -23% | 6%
CCn1nc(CC(C)C)cc1C(=O)N1CCCC(Nc2ccc(F)cc2)C1 (centres undefined) | -0.1% | -27% | 9% | 6.1% | -15% | i | 1.1 | -0.6% | 3% | 3%
Cn1cc(C(c2ccccc2OCC(=O)O)c2cn(C)c3ccccc23)c2ccccc21 | -0.3% | -25%[20 µM] | -14% | 1.7% | 8% | i | 0.4 | 38% | 12% | 17%
CCOc1ccc(CC(=O)NNC(=O)NC2CCCCC2)cc1 | 0.2% | -6% | -1% | -0.8% | 12% | i | 0.3 | 1.0% | -13% | -12%

Screening data as filed in PubChem.

Not all compounds are listed, so the mix of outcomes need not match the whole.
